Bioassay records: PubChem, several laboratories
HCV NS3 hel inh – HCV NS3 helicase inhibition | NS3 helicase DNA unwinding, Cy5 molecular beacon fluorescence | inhibition, % at 10.9 µM | 290,000 tested, 0.56% active | AID 1800;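 active means inhibition above the mean of all tested compounds plus 3 SD, set per campaign, cut at about 35% in these data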;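 further: 0% = DMSO wells and 100% = thioflavine S control wells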
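assay system = NS3 helicase fragment of HCV | buffer or medium = MOPS pH 6.5, MgCl2, DTT, Tween20, BSA | timing = 60 min unwinding reaction at 25 °C after ATP addition | signal = Cy5 beacon fluorescence read at start and 1 h | read-out basis = % inhibition of unwinding | control set = low DMSO, high thioflavine S at 110 µM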
GalR3 antagonist – antagonists of human GalR3; O60755; HEK293 GalR3-CNG cAMP membrane potential fluorescence; galR3 body fused to GalR1 C-terminus; inhibition, % at 3 µM; 360,000 tested, 0.44% active;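 active means inhibition above the screen-wide average plus 3 SD, cut at about 13% in these data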;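 further: forskolin and galanin both at EC90 stimulate the cells; cAMP rise reported by CNG channel membrane potential dye signal; 0% = forskolin plus galanin with DMSO and 100% = forskolin alone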
OXTR ag – agonists of human oxytocin receptor; CHO-OTR cells, Fluo-8 calcium fluorescence; normalized: DMSO 0%, oxytocin 100%; activation, % at 3 µM; 320,000 tested, 0.32% active;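 active means activation above the mean of all tested compounds plus 3 SD, cutoff set per screening run, cut at about 20% in these data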;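 further: peak over basal fluorescence ratio from a 100 s FLIPR kinetic read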
PHOSPHO1 inh – PHOSPHO1 (human) inhibition. AID 1565. recombinant PHOSPHO1, absorbance phosphatase assay. inhibition, % at 13.3 µM. 290,000 tested, 1.1% active; in the data active means inhibition above about 60%
V1aR counter – V1a receptor agonism, counter-screen for OXTR agonists; CHO-V1R cells, Fluo-8 calcium fluorescence, agonist mode; 0% DMSO, 100% 3 nM vasopressin; activation, % at 3 µM; 320,000 tested, 0.25% active;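 active means activation above the mean activation of all tested compounds plus 3 SD, per screening run, cut at about 20% in these data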;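 further: signal is peak over basal fluorescence ratio across a 100 second FLIPR read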
Target sequence (P37288 whole entry, looked up): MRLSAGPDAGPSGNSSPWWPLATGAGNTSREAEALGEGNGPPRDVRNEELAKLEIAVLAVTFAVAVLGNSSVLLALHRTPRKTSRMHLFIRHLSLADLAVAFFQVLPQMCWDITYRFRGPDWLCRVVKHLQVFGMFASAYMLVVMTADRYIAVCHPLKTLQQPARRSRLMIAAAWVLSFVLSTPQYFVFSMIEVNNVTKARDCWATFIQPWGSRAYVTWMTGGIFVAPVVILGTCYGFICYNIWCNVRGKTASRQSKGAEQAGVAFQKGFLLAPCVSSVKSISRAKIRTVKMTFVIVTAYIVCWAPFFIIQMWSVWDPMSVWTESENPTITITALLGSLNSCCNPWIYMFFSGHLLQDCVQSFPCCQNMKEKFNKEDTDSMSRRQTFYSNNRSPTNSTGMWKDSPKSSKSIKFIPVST
VIM-2 inh – inhibitors of Pseudomonas aeruginosa VIM-2 metallo-beta-lactamase | inhibition, % at 5.6 µM | purified VIM-2, nitrocefin hydrolysis, epi-absorbance fluorescence | 290,000 tested, 0.89% active;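 active means inhibition above the mean of all tested compounds plus 3 SD, cutoff set per screening run, cut at about 7.5% in these data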;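 further: red hydrolysis product quenches plate fluorescence so inhibitors raise well fluorescence; 0% = enzyme with DMSO and 100% = DMSO without enzyme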
IMP-1 inhibitor – blocks Pseudomonas aeruginosa IMP-1 metallo-beta-lactamase | purified IMP-1, nitrocefin hydrolysis, epi-absorbance fluorescence | inhibition, % at 5.6 µM | 290,000 tested, 0.45% active | AID 1556;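 active means inhibition above the mean plus 3 SD of all compounds in the same screening run, cut at about 4.5% in these data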;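 further: 0% = IMP-1 with DMSO and 100% = DMSO wells lacking enzyme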
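System: purified IMP-1 / Input: IMP-1 dispensed at 0.2 nM / Medium: 50 mM HEPES pH 7.1, 50 µM ZnSO4, 0.05% Brij 35 / Timing: 15 min enzyme–compound preincubation, then 25 min nitrocefin reaction, 25 °C / Technique: plate fluorescence quenching by hydrolysis product, ex 480/em 530 nm / Repeats: singlicate testing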
DNA FID counter – counter-screen for HCV NS3 helicase inhibitors: DNA intercalator displacement. DNA fluorescent intercalator displacement, fluorescence. inhibition, % at 7.9 µM. 290,000 tested, 0.17% active; in the data active means inhibition above about 37%;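 further: 0% = vehicle and 100% = reference compound; higher means more ethidium bromide displaced from hairpin DNA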
GPR7 antagonist – human neuropeptides B/W receptor 1 antagonism; inhibition, % at 4.4 µM; AID 1861; 290,000 tested, 1.1% active; GPR7-expressing cells, fluorescence antagonist assay; P48145; in the data active means inhibition above about 16%, passing the limit was not always enough;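 further: cells stimulated with the agonist NPW; 0% = agonist with vehicle and 100% = vehicle without agonist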
Target sequence (P48145 whole entry, looked up): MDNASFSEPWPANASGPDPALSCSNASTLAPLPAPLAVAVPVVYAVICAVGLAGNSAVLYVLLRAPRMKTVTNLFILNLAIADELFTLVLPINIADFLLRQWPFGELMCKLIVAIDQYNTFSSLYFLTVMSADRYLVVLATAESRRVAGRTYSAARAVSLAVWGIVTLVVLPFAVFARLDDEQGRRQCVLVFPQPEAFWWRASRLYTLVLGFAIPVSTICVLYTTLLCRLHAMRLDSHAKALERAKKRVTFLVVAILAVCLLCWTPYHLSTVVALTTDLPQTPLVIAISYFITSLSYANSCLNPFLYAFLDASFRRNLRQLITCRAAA
Starred values were filed as active, the others as inactive; nt = no result given.

structure	HCV NS3 hel inh	GalR3 antagonist	OXTR ag	PHOSPHO1 inh	V1aR counter	VIM-2 inh	IMP-1 inhibitor	DNA FID counter	GPR7 antagonist
O=C(O)CC/C(=N\NC(=O)CNC(=O)c1cccc(Cl)c1)c1ccccc1	6	-2	-2.0	21	-0.7	0.2	-2.1	-8	7
CCCC(=NCCc1c(C)[nH]c2ccccc12)C1=C(O)CC(c2ccccc2)CC1=O (stereo unspecified)	-3	-10	-1.1	-15	-0.5	-4.3	-3.5	-7	-2
COc1ccc(-n2nnc3c(=O)n(CC(=O)N4CCC(C)CC4)cnc32)cc1	11	nt	1.1	-2	1.0	-2.9	-2.9	-8	-4
CN(CC(=O)Nc1c(Cl)cccc1Cl)C(=O)CNC(=O)C1CCCCC1	8	-3	-0.5	12	0.9	-1.0	-4.7	-10	-11
CCN(Cc1ccncc1)Cc1nc(Cc2ccccc2Cl)no1	0	-1	8.4	24	8.3	-1.6	-3.9	-15	-11
O=C1CSC(c2cccnc2)N1Cc1ccc(Cl)cc1 (stereo unspecified)	13	2	-1.1	-1	1.6	-0.1	-0.2	-4	-16
O=C1CCCc2nc(N3CCN(Cc4ccccc4)CC3)ncc21	-1	-4	8.7	7	6.0	0.4	-0.9	-18	-6
Cc1ccc(C(=O)N/C(=C\c2cn(S(=O)(=O)N(C)C)c3ccccc23)C(=O)NCCN2CCOCC2)cc1	-87	6	nt	22	nt	1.4	-0.4	15	-7
CC(=O)c1c(C)[nH]c(C(=O)Nc2cccc(C#N)c2)c1C	-6	-2	3.2	15	9.5	-2.9	-1.2	-6	-2
C(=N/n1c2ccccc2c2ccccc21)/c1ccco1	4	-3	-1.8	2	0.0	-1.3	-0.6	-5	26*
Cc1ccccc1-c1nc(CS(=O)CC(=O)NCCc2ccc(Cl)cc2)c(C)o1 (stereo unspecified)	0	1	-1.6	42	3.1	-3.5	-2.0	-54	-7
O=C(NCCN1C(=O)S/C(=C/c2ccccc2)C1=O)C1CCCN1C(=O)c1cccs1 (stereo unspecified)	-1	-4	2.4	-7	3.2	-0.2	-1.6	-6	-3
O=C(CSc1ccccn1)Nc1cccc([N+](=O)[O-])c1	5	-4	1.9	52	0.3	-2.5	-2.1	4	7
Cc1nn(Cc2c(Cl)cccc2Cl)c(C)c1NC(=O)CCCn1nc([N+](=O)[O-])c(Cl)c1C	13	-2	1.4	0	4.4	-0.3	-1.8	-5	-8
O=Nc1onc(-c2ccc([N+](=O)[O-])cc2)c1NO	-1	-4	-0.6	-54	1.2	-2.6	-3.8	3	-4
CN(C)CCCN(C(=O)c1ccc(S(=O)(=O)N(C)C2CCCCC2)cc1)c1nc2ccc(Br)cc2s1	-30	0	2.6	-117	2.3	0.2	0.6	25	22*
CCCC(=O)Nc1cc(C)c(NC(=O)c2cccs2)cn1	8	-4	0.9	2	0.2	-1.2	-2.7	0	-6
Cn1nc(C(F)(F)F)c(/C=N/OC(=O)c2ccccc2)c1SCc1ccc(Cl)cc1	0	-3	-1.4	26	-0.1	-1.6	-1.7	8	-21
CN(CC1CCCO1)S(=O)(=O)c1ccc(C(=O)Nc2nccs2)cc1 (stereo unspecified)	-3	-10	1.2	9	2.6	-4.6	-2.8	-8	10
CCn1c(C)nc2cc(OC)ccc21	-4	-1	-0.4	37	0.5	-5.3	-3.3	7	-3
COc1cc(NC(N)=S)c(OC)cc1Cl	1	-4	0.1	29	-0.1	-3.0	-2.9	-1	-15
O=C(O)c1cccc(N2C(=O)C3CC=C(Cl)CC3C2=O)c1 (stereo unspecified)	0	2	1.2	-11	0.6	-0.9	-3.4	0	-10
Cc1csc(NC(=O)CSc2nnc(-c3ccncc3)o2)n1	10	2	1.0	7	0.8	-4.4	-7.1	-3	-8
O=C(NC(=S)NCc1ccncc1)c1ccccc1	-8	-6	0.8	38	2.2	-0.4	-2.6	-2	-3
COc1cc(/C=C2\N=C(c3ccccc3)OC2=O)ccc1OCc1c(C)no[n+]1[O-]	6	-3	-0.2	4	0.1	1.1	-2.3	-10	-1
O=C1N=C(N2CCCC2)S/C1=C\C=C\c1ccccc1	8	-1	-2.4	28	-1.4	-0.5	-0.6	-16	-3
COc1ccc(Br)cc1CN(C)CC(=O)Nc1c(Cl)cccc1Cl	-8	-6	-1.1	-16	-0.3	-2.9	-4.1	-12	-3
C[n+]1cccc(C2C(C#N)=C(N)Oc3c2ccc2ccccc32)c1 (stereo unspecified)	-20	-2	0.6	-53	1.1	2.6	-0.1	28	-1
CC(=O)Oc1ccc(-c2cccc(C(=O)N3CCCCC3)c2)cc1	-2	-7	0.2	34	1.1	-1.5	-0.8	-23	-10
O=C(CCc1ccccn1)NC1CCCc2c1cnn2-c1ccc(F)cc1F (stereo unspecified)	-1	-3	0.4	11	1.4	-2.4	-2.7	-5	-8
Nc1nc(CSC(=S)N2CCN(c3ccccc3)CC2)nc(Nc2ccc(F)cc2)n1	-8	-13	0.8	-12	0.8	-3.2	-2.4	-3	-9
O=Cc1cccc(Oc2ccc([N+](=O)[O-])cc2[N+](=O)[O-])c1	4	-7	-1.4	-16	-1.8	2.5	0.8	15	17
COc1ccc(C(=O)NCc2nnc(SCC(=O)N3CCOCC3)o2)cc1	16	-3	-0.3	22	0.2	-2.4	-3.2	-2	-2
CN(C)c1ccc(NC(=O)CSc2nnc(-c3cnccn3)n2C)cc1	1	2	-0.3	-4	-0.3	0.2	-3.1	-13	-7
O=C(CNC(=O)c1ccccc1F)NCc1cccnc1	-2	-8	0.1	36	-0.2	-0.1	-1.4	-3	-2
Cc1ccc2c(c1)C(c1ccccc1)N(C(=O)c1ccccc1)CC(=O)N2 (stereo unspecified)	-3	-6	0.1	nt	0.4	-1.1	-2.4	-25	-11
CC(=N\NC(=O)c1cc(Br)ccc1O)/C(=N/O)C(=O)Nc1ccccc1	13	-8	4.1	24	6.4	-9.5	-5.4	-11	4
Cn1c(SCc2ccc3c(c2)OCO3)nnc1-c1ccccc1	-1	6	-1.0	6	-0.3	-0.4	-2.9	-9	-10
Cn1c(Cn2nnc(-c3ccccc3)n2)nnc1SCc1ccccc1Cl	-2	1	2.9	17	2.2	-2.5	-1.5	-20	-1
S=C(NCCCN1CCOCC1)Nc1ccc(Nc2ccccc2)cc1	-18	8	1.2	-18	0.8	-0.8	-4.4	8	-20
COC(=O)c1cccc(C(=O)N2CCC(CO)(CCc3ccccc3)CC2)c1	-16	-2	1.2	3	1.3	-1.3	-2.8	-38	8
O=C(Nc1cccc2ccccc12)NC1Cc2ccccc2C1	-19	-1	-2.9	19	0.5	-0.8	-3.5	-1	-8
CC1(C)C=C(c2ccc(O)cc2)CC(C)(C)N1	-2	-1	2.3	9	0.4	-2.3	-1.9	1	-4
CS(=O)(=O)c1nsc2nc(=O)c(/C=C3\C=Nc4ccccc43)c(N)n12	7	-4	0.1	1	1.2	-1.5	-3.3	-26	0
CC(C)Cn1cc(Cl)c(=O)n(CC(C)C)c1=O	16	-7	0.7	18	0.3	-3.9	-1.7	-9	-8
COc1cc(C(=O)Oc2cccc(/C=N/NC(=O)c3cc(C)[nH]n3)c2)cc(OC)c1OC	-1	-6	3.6	-22	6.4	-1.8	-4.5	-28	-1
O=C(O)c1cccc(C(=O)c2cccc(C(=O)O)c2)c1	-11	-6	0.5	8	-0.3	0.9	-0.8	11	7
CCC(C(=O)N1CCN(c2ccccc2OC)CC1)c1ccccc1 (stereo unspecified)	-11	-6	-1.6	-6	0.9	-1.5	-0.9	-32	0
COc1ccc(N(CC(=O)N/N=C/c2cc3ccc(OC)cc3nc2Cl)S(=O)(=O)c2ccccc2)cc1	3	nt	0.0	-24	0.6	-2.1	-1.3	-10	-3
CC(=O)Nc1nnc(CSCc2ccc(F)cc2)s1	-4	-7	4.2	16	1.0	0.3	-1.1	-3	-4

Record cards, as listed above:
O=C(CNC(=O)c1ccccc1F)NCc1cccnc1 across the screens: HCV NS3 hel inh: -2; GalR3 antagonist: -8; OXTR ag: 0.1; PHOSPHO1 inh: 36; V1aR counter: -0.2; VIM-2 inh: -0.1; IMP-1 inhibitor: -1.4; DNA FID counter: -3; GPR7 antagonist: -2
COc1ccc(C(=O)NCc2nnc(SCC(=O)N3CCOCC3)o2)cc1 across the screens: HCV NS3 hel inh: 16; GalR3 antagonist: -3; OXTR ag: -0.3; PHOSPHO1 inh: 22; V1aR counter: 0.2; VIM-2 inh: -2.4; IMP-1 inhibitor: -3.2; DNA FID counter: -2; GPR7 antagonist: -2

Next part.
structure	HCV NS3 hel inh	GalR3 antagonist	OXTR ag	PHOSPHO1 inh	V1aR counter	VIM-2 inh	IMP-1 inhibitor	DNA FID counter	GPR7 antagonist
CCCCCCn1c(O)c(/C=C2\C=NN=C2c2ccccc2)sc1=S	12	2	0.8	-5	0.7	-2.5	-5.1	0	-6
O=C(CC1C(=O)NCCN1CC1CCCCC1)NCc1ccc(F)cc1F (stereo unspecified)	11	0	-1.7	49	-0.1	-1.7	-1.5	-24	8
Cc1ccc(C)n1-c1ccc(N(C)C)cc1	21	-1	-0.5	2	-0.3	-2.7	-4.1	-4	0
CCCc1[nH]c(=O)c(C#N)c2c1CCCC2	4	-2	-0.1	16	1.0	2.1	0.4	-5	13
CN1CCN(C(=O)C2CCN(S(=O)(=O)c3cnc[nH]3)CC2)CC1	-2	0	0.4	41	0.4	-2.1	-2.9	-1	-3
C/C(=C\C(=O)Nc1cscc1C)C(=O)O	-4	-2	-1.3	16	-0.5	-1.2	-1.1	2	-10
CCN1CCN(c2ccc(S(=O)(=O)N3CCCCC3)cc2NC(=O)/C=C/c2cccc(OC)c2OC)CC1	-44	-1	3.2	16	1.2	0.8	-2.6	38*	1
COc1ccc2c3c(c(=O)oc2c1OCC(=O)C(C)(C)C)CCCC3	-3	1	-2.3	-22	5.7	-1.6	-4.3	-24	-14
